Screening results from PubChem.
WRN inhibitor: WRN helicase (human) inhibition. Q14191. WRN helicase unwinding, fluorescent forked duplex, kinetic. Potency, µM (titrated, usually from 114 µM), for inactives: top-dose activity change, negative = inhibition, usual class: inhibitors. 360,000 compounds, 0.46% hits. AID 651768; note: potency is the fitted concentration of half-maximal effect; % is set by controls: 0 for no effect and ±100 for the full control effect; nearly all actives have a fitted effect of over 55% in size
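Enzyme (20 nM final) and test compound sit together 15 min at room temperature before substrate addition. Substrate is a single-forked duplex oligonucleotide (100 nM) labelled with fluorophore and quencher, with 2 mM ATP; helicase unwinding raises red fluorescence, read kinetically.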
EPAC1 ag: activates human EPAC1 exchange factor. O95398. EPAC1 agonist qHTS, biochemical assay; response scale: 100% = response to 6.5 mM cAMP. Potency, µM (top dose mostly 154 µM), inactives show top-dose activation, most hits filed as activators. 360,000 compounds, 0.073% hits. AID 720707; note: potency is the fitted concentration of half-maximal effect; nearly all actives have a fitted effect of over 60% in size
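Read-out is the fluorescence drop as BODIPY-GDP leaves Rap1B (480 nm excitation, 540 nm emission), recorded every 5 minutes over 30 minutes. Reactions held 100 nM EPAC1, 250 nM Rap1B–BODIPY-GDP and 50 uM GDP, with 6.5 mM cAMP setting full activation.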
Abeta yeast res: compounds reversing amyloid beta toxicity in yeast; Potency, µM (titrated, usually from 46.1 µM), without a hit: at the highest dose growth rescue, hits mostly activators; 410,000 compounds, 0.063% hits; yeast expressing A-beta42, growth rescue, OD600, 48 h; response scale: 0% DMSO, 100% iron-clioquinol control; note: potency is the fitted concentration of half-maximal effect; nearly all actives have a fitted effect of over 55% in size
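Growth rescue measured by 600 nm absorbance after 48 h yeast culture at 30 C with compound. Values normalized between DMSO and an equimolar ferric chloride plus clioquinol control.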
FUS yeast rescue: suppressors of FUS proteinopathy in yeast. AID 1347120. 390,000 compounds, 0.24% hits. S. cerevisiae FUS-expressing, growth rescue, OD600, 24 h. Potency, µM (highest dose often 76.6 µM), for inactives: at the highest dose growth rescue (activation), hits mostly activators;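 note: potency is the fitted concentration of half-maximal effect; plate controls were DMSO vehicle for no effect and reference control for full effect; nearly all actives have a fitted effect of over 55% in size; some results filed as inactive show a strong effect at the top dose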
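FUS-expressing yeast, raffinose-pregrown, induced in 2% galactose minimal medium at OD 0.005; compounds in a dilution series, 24hr at 30C. Growth restoration read as absorbance at 600 nm. CP55940 positive control, DMSO negative.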
aSyn yeast inh: rescues yeast growth from alpha-synuclein toxicity; Yeast expressing alpha-synuclein, growth rescue, BacTiter-Glo, 24 h; Potency, µM (highest dose often 46.1 µM), for the others: at the highest dose growth rescue (activation), usual class: activators; 370,000 compounds, 0.14% hits; AID 652106; note: potency is the fitted concentration of half-maximal effect; % of control where 0% means no effect; nearly all actives have a fitted effect of over 65% in size
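Rescue of yeast growth: cells expressing toxic alpha-synuclein, induced in galactose at OD600 0.02, incubated with compound 24 h at 30 C. ATP luminescence quantified growth; inhibitors of toxicity appear as activators.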
IL-2 act: IL-2 activation. IL-2 activation reporter assay, cell-based qHTS; stimulated with anti-CD3/CD4/CD28 beads; in transgenic mouse T cells. 360,000 compounds, 0.065% hits. activation, % (series mostly up to about 46 µM); in the data active = activation above about 50%; inconclusive = mostly about 30% to 49%; note: 0% is about no effect
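First, unstimulated transgenic mouse T cells were exposed to compound for 60 min. Next, anti-CD3/anti-CD4-coated beads with anti-CD28 were added. Finally, after 18 h at 37 degrees C, EGFP and DsRed were imaged.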
PLK1 PBD block: blocks phosphopeptide binding to human PLK1 polo-box domain. Plk1 PBD binding of FITC phosphopeptide, fluorescence polarization. 360,000 compounds, 2.8% hits. P53350. Potency, µM, without a hit: max response, negative = inhibition, most hits filed as inhibitors; note: potency is the fitted concentration of half-maximal effect; series mostly up to about 57 µM; % is set by controls: 0 for no effect and ±100 for the full control effect; nearly all actives have a fitted effect of over 65% in size
Target sequence (P53350 whole entry, looked up, the tested form may be a part): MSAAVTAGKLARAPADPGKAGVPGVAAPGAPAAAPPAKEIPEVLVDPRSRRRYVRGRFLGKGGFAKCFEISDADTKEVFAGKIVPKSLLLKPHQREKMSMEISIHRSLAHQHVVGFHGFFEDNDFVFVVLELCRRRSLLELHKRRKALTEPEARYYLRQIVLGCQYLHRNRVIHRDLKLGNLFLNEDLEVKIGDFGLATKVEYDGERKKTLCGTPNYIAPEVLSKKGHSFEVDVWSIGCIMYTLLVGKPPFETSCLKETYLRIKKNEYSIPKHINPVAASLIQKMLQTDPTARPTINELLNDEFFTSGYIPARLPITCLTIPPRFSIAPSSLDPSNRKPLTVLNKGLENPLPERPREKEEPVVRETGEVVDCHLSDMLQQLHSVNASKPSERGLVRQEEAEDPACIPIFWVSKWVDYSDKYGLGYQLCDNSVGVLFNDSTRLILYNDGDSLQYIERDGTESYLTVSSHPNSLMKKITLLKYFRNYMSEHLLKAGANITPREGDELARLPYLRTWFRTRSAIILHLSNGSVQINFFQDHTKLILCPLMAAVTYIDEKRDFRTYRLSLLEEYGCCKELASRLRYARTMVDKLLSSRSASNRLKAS
PI5P4K alpha inh: blocks human PI5P4K alpha kinase activity. P48426. PI5P4Kalpha enzyme, ADP-Glo luminescence, 60 min; stronger effect = lower value. max response, %. 330,000 compounds, 1.2% hits; active = max response of -50% or lower; inconclusive = between -30% and -50%; inactive = -30% or higher; note: value at the top dose of about 77 µM; % is set by controls: 0 for no effect and ±100 for the full control effect
Target sequence (P48426 whole entry, looked up): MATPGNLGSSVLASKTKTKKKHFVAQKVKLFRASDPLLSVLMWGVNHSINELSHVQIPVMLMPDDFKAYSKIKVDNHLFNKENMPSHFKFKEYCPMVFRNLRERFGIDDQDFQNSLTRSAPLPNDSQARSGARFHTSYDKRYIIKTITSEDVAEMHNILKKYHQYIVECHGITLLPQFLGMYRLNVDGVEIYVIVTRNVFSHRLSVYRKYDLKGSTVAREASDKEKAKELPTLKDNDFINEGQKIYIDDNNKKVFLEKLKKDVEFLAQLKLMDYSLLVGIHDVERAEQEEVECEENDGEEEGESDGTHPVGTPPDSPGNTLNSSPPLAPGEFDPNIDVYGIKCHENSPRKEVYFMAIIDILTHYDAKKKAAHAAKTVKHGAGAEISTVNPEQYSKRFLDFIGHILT
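Quantitative HTS of the MLSMR library against PI5P4Kalpha with substrate. ATP added last at 5 microM final; room temperature, 60 minutes. Remaining ATP depleted, ADP converted and read as luminescence.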
EPAC1 antag: EPAC1 (human) antagonism; O95398; EPAC1 GEF assay, Rap1b-BODIPY-GDP exchange fluorescence; Potency, µM (highest dose often 115 µM), without a hit: at the highest dose activity change, negative = inhibition, hits mostly inhibitors; 360,000 compounds, 0.14% hits;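 note: potency is the fitted concentration of half-maximal effect; plate controls were vehicle for no effect and positive control for full effect; nearly all actives have a fitted effect of over 50% in size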
Starred values were filed as active, the others as inactive; ? = inconclusive; · = no result given; & = joins results of further samples; [ ] = remark or other dose. Unless noted, calls come from the whole dose curve; as a rule, active = well fitted curve in the direction sought with a large enough effect; inconclusive = small, poorly fitted or top-dose-only effect, or another doubt; inactive = no such curve, though single readings can be large; an effect the other way counts as inactive or inconclusive.

SMILES	WRN inhibitor	EPAC1 ag	Abeta yeast res	FUS yeast rescue	aSyn yeast inh	IL-2 act	PLK1 PBD block	PI5P4K alpha inh	EPAC1 antag
O=C(COc1cc(F)ccc1[N+](=O)[O-])NCC1CCCO1 (configuration not stated)	7%	-1%	1%	27%	2%	0.1	2%	-3	8%
CCCCCOC(=O)NCC(O)c1ccccc1 (configuration not stated)	5%	2%	13%	4%	-6%	0.4	-4%	0	14%
CCCCCc1c(C)nc(NCc2ccccc2)[nH]c1=O	2%	6%	1%	12%	0%	-2.4	-5%	·	-2%
COc1ccc(Cl)cc1NC(=S)Nc1ccccc1C	-31%	6%	5%	29%	9%	-0.4	11µM*	1	-33%
CC(C)(C)c1ccc(C(O)c2ncc(-c3ccccc3)[nH]2)cc1 (configuration not stated)	-4%[57.1 µM]	-12%	-7%	-4%	-1%	-0.4	0%	9	?
Cc1ccc(CSc2nnc(-c3cccc4ccccc34)o2)cc1	·	7%	5%	-10%	·	0.2	·	·	-1%
O=C(NCC1CCCO1)c1ccc(NC(=O)C2C3C=CC(C3)C2C(=O)O)cc1 (configuration not stated)	0%	9%	-5%	11%	0%	-1.6	-9%	-1	1%
O=c1[nH]c(CN2CCc3ccccc32)nc2scc(-c3cccs3)c12	-17%	8%	11%	22%	1%	1.5	-4%	-11	2%
CCOc1ccc(NC(=O)CCC(=O)c2ccc(Br)cc2)cc1	-1%	1%	9%	-3%	2%	3.7	21µM*	7	-11%
CCCCN(C(=O)C1CCCC1)c1c(N)n(Cc2ccccc2)c(=O)[nH]c1=O	0%	-5%	-4%	23%	-3%	0.8	-8%	0	-3%
CC(C)OCCCNC(=O)c1ccccc1Oc1ccccc1	8%	1%	10%	17%	?	1.4	0%	·	-3%
COc1ccc(-n2cnnc2SCC(=O)NC2CC2)cc1	7%	14%	3%	-14%	-1%	-0.7	5%	-2	15%
CC(C)c1nnc(NC(=O)CC23CC4CC(CC(C4)C2)C3)s1	-2%	-2%	6%	-25%	0%	0.5	-6%	2	3%
CC(=O)N1CCc2ccc(NC(=O)c3c(-c4c(Cl)cccc4Cl)noc3C)cc21	-22%	7%	-2%	-19%	1%	-0.1	-4%	5	4%
Cc1ccc2nc(-c3ccccc3)c(NC(=O)c3ccco3)n2c1	-4%	-5%	-4%	6%	-10%	0.3	-2%	2	-17%
O=C(CCCc1c[nH]c2ccccc12)NCc1ccc2c(c1)OCO2	5%	-10%	24%	9%	10%	0.6	-13%	1	-14%
Cc1cc(C)cc(OCCCCCNCCO)c1	-7%	0%	-3%	7%	-14%	-2.7	-7%	·	2%
COc1cccc(C2CC(C(F)(F)F)n3ncc(C(=O)NCC4CCCO4)c3N2)c1 (configuration not stated)	1%	5%	-4%	-2%	17%	-0.9	-14%	·	13%
O=C(Nc1cccc(Cl)c1)O/N=C\c1ccncc1	4%	1%	9%	-5%	-9%	-3.2	9.5µM*	·	10%
COC(=O)CC(CC(=O)OC)n1cccc1	-1%	1%	6%	·	4%	0.1	-4%	2	-1%
O=C(COC(=O)c1ccccn1)NNC(=O)c1ccc([N+](=O)[O-])cc1	1%	-3%	-4%	4%	-4%	-0.1	-5%	-4	-6%
Cc1ccc(S(=O)(=O)N2CCC(C(=O)NNC(=O)c3ccccc3O)CC2)cc1	-24%	-3%	9%	-11%	-3%	-2.8	-4%	3	-1%
CCc1c(C)nc2cc(-c3ccc(OC)c(OC)c3)nn2c1N1CCC(C)CC1	3%	9%	-4%	1%	-6%	0.4	-5%	5	-1%
COc1cc2c(cc1NC(=O)c1cc(-c3cccnc3)nc3ccc(C)cc13)oc1ccccc12	-7%	10%	-3%	11%	0%	0.2	7%&4%	·	0%
COc1ccc([C@@H](NC(=O)OC(C)(C)C)C(=O)OC(C)(C)C)cc1	2%	-19%	8%	11%	11%	0.7	0%	2	-8%
Cc1cc(Oc2nc3c(C)cccn3c(=O)c2/C=C(\C#N)S(=O)(=O)c2ccc(Cl)cc2)ccc1Cl	-2%	8%	-17%	7%	-2%	-1.4	-12%	-9	6%
COC(=O)C[C@@H]1C=C[C@@H](NC(=O)C2CCC2)[C@@H](CO)O1	0%	7%	8%	-8%	3%	-0.7	1%	-2	1%
CC1(NC(=O)COc2ccccc2-c2ccccc2)CCS(=O)(=O)C1 (configuration not stated)	-6%	5%	11%	9%	1%	1.4	-7%	-3	-18%
CCN(CC)C(=O)[C@H]1C[C@H](CC(=O)NCCc2ccccn2)C(=O)N2CCc3c([nH]c4ccc(Cl)cc34)[C@]12C	6%	-10%	6%	-2%	1%	0.2	1%	-3	-14%
S=C(NCc1ccccn1)Nc1ccc(Br)cc1Cl	-5%	4%	?	-5%	3%	3.1	?	-7	-4%
Nc1ncnc(NC2CCS(=O)(=O)C2)c1[N+](=O)[O-] (configuration not stated)	11%	2%	-26%	7%	6%	0.0	-6%	3	-2%
O=C(CSc1nnc(-c2ccncc2)n1-c1ccc(F)cc1)NC(=O)NCc1ccco1	?	9%	-10%	35%	12%	0.3	?	·	4%
O=C(COC(=O)CCC(=O)c1ccc(Cl)cc1)NCC1CCCO1 (configuration not stated)	9%	4%	-5%	-6%	2%	1.0	-5%	-14	2%
CC(=O)Nc1ccc(C(=O)CSc2nnc3scc(-c4ccccc4)n23)cc1	5%	5%	-6%	23%	-1%	0.5	-9%	·	-1%
CCOc1ccc(C(=O)CCC(=O)Nc2ccncc2)cc1	6%	6%	-10%	·	-3%	-5.3	2%	-15	-13%
CCOc1ccc(OCC)c(NS(=O)(=O)c2ccc3c(c2)n(C)c(=O)c(=O)n3C)c1	2%	2%	11%	19%	7%	0.2	1%	·	1%
CC1CCCCN1Cc1c(O)ccc2c(=O)c(-c3nc4ccccc4s3)c(N)oc12 (configuration not stated)	-28%	10%	2%	29%	-10%	1.1	-14%	-3	-10%
CCc1ccc(-n2c(=S)sc3c(=O)n(-c4ccccc4)c(SCC(=O)O)nc32)cc1	-12%	9%	11%	31%	4%	-0.2	-2%	8	-5%
CC1CCCCN1C(=O)CN1C(=O)CSc2ccc(S(=O)(=O)N3CCOCC3)cc21 (configuration not stated)	-1%	7%	8%	11%	-4%	-3.7	?	-15	26%
Cc1nc2ccc(S(=O)(=O)NC(C(=O)Nc3nc4ccc(Cl)cc4s3)C(C)C)cc2s1 (configuration not stated)	-3%	-38%[inhibitor]	-5%	-2%	-2%	-4.0	-4%	-6	1%

Three compounds from above, sorted by the value under PI5P4K alpha inh, high to low:
Structure | WRN inhibitor | EPAC1 ag | FUS yeast rescue | IL-2 act | PLK1 PBD block | PI5P4K alpha inh | EPAC1 antag
CC1CCCCN1Cc1c(O)ccc2c(=O)c(-c3nc4ccccc4s3)c(N)oc12 (configuration not stated) | -28% | 10% | 29% | 1.1 | -14% | -3 | -10%
S=C(NCc1ccccn1)Nc1ccc(Br)cc1Cl | -5% | 4% | -5% | 3.1 | ? | -7 | -4%
Cc1cc(Oc2nc3c(C)cccn3c(=O)c2/C=C(\C#N)S(=O)(=O)c2ccc(Cl)cc2)ccc1Cl | -2% | 8% | 7% | -1.4 | -12% | -9 | 6%

More structures:
SMILES	WRN inhibitor	EPAC1 ag	Abeta yeast res	FUS yeast rescue	aSyn yeast inh	IL-2 act	PLK1 PBD block	PI5P4K alpha inh	EPAC1 antag
CC(NC(=O)CSC(=S)N(C)C)C12CC3CC(CC(C3)C1)C2 (configuration not stated)	1%	-6%	-6%	·	8%	-4.7	-7%	10	-13%
CCCCCNC(=O)c1ccc2c(=O)n(CC3CCCO3)c(=O)[nH]c2c1 (configuration not stated)	7%	-3%	-5%	16%	-3%	-3.8	-7%	0	-13%
CCOc1ccc(/C(O)=C2\C(=O)C(=O)N(CCN(C)C)C2c2cccc(OC)c2OC)cc1Cl (configuration not stated)	-5%	0%	13%	15%	2%	1.6	-7%	-12	0%
COc1ccc(OC)c(S(=O)(=O)Nc2ccc3oc4c(c3c2)C(=O)CCC4)c1	-6%	1%	29%	-16%	17%	-1.3	-1%	12	-7%
O=C(CN1CCCSc2ccccc21)N1CCN(S(=O)(=O)c2ccccc2)CC1	0%	6%	?	27%	1%	-2.9	-7%	8	0%
N#CC(C#N)=C(Nc1ccccc1)c1ccccc1	-2%	3%	4%	-15%	1%	-0.7	-9%	8	13%
Cc1cc(N2CCN(C)CC2)nc2ccc(NC(=S)NCCCN3CCc4ccccc4C3)cc12	-13%	2%	2%	-8%	-1%	0.3	-3%	-1	-3%
Cn1ncc2c(Nc3ccccc3Cl)nc(Cl)nc21	-5%	-9%	3%	14%	5%	-2.4	-4%	2	-29%
CC(=O)N=c1sc2ccccc2n1C	3%	8%	2%	22%	-2%	-0.4	-8%	-4	4%
COc1cccc(CNc2nc3cc(-c4ccccc4C)sc3c(=O)n2C)c1OC	-5%	11%	-1%	5%	1%	0.6	6%	42	0%
Cc1c(-c2nnnn2-c2ccc(F)cc2)cnc2cc3c(cc12)OCO3	9%	0%	8%	22%	5%	-1.6	-1%	·	10%
Sc1oc(-c2ccccc2)cc1C=Nc1ccccc1	-2%	2%	-6%	17%	2%	-1.7	-9%	·	-1%
C=CCNCCCCOc1ccc(OCc2ccccc2)cc1	0%	-4%	-4%	-15%	0%	0.0	-10%	-2	-9%
Cc1ccc(-n2nc(C)c(C(=O)N3CCN(C(=O)c4ccco4)CC3)c2-n2cccc2)cc1	-7%	-4%	8%	13%	8%	-2.6	-29%	0	-7%
CC(=O)/C=C(\C)Nc1ccccc1O	-4%	0%	-18%	0%	1%	-0.4	2%	1	4%
COc1ccc(/C=C/C(=O)O)cc1S(=O)(=O)N1CCc2ccccc2C1	-5%[11.6 µM]	-3%	11%	33%	13%	-0.4	-1%	?	14%

Not a hit list; overall some 4.1% were active at least once.
